Bioassay records (PubChem BioAssay)
SW480 rerep = DNA re-replication induction in SW480 cells | SW480 DNA re-replication, Hoechst DNA content imaging, 48 h | AID 624297 | Potency, µM (titrated, usually from 46.1 µM), for the others: at the highest dose re-replication activation, usual class: activators | 1.8% of 340,000 active; also: potency is read from the fitted curve at half-maximal effect; % of control where 0% means no effect; nearly all actives have a fitted effect of over 55% in size
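Compounds, transferred as 23 nL by pin tool, were incubated with cells for 48 hr; DNA content per nucleus was then quantified by Hoechst staining and fluorescence plate imaging.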
HT1080NT lethal = kills 2HG-producing HT-1080-NT fibrosarcoma cells. Potency, µM (top dose mostly 46.1 µM), for the others: at the top dose activity, negative = less viability, most hits filed as cytotoxic. 1.6% of 360,000 active. AID 686970. HT-1080-NT fibrosarcoma viability, CellTiter-Glo ATP luminescence, 48 h;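 also: NT is the 2HG producing partner of a matched IDH1 knockdown line; potency is read from the fitted curve at half-maximal effect; 0% = DMSO-treated cells and -100% = media-only wells without cells; nearly all actives have a fitted effect of over 55% in size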
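Viability of the 2HG-overproducing fibrosarcoma line after 48 hours of compound exposure at 37 degrees C was determined by luminescence with CellTiter-Glo, and concentration-effect curves were then fitted and categorized.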
MCF10A rereplic = inducers of DNA re-replication in MCF 10A breast cells; MCF 10A DNA re-replication, Hoechst nuclear intensity, 48 h; Potency, µM (doses to about 46.1 µM), for inactives: top-dose activity, positive = re-replication, hits mostly activators; 2.9% of 350,000 active; AID 624296; also: potency is read from the fitted curve at half-maximal effect; % of control where 0% means no effect; nearly all actives have a fitted effect of over 50% in size
IL1B secr inh = inhibitors of inflammasome signaling (IL-1 beta secretion). THP-1 LPS/ATP IL-1B secretion, AlphaLISA, 16 h; active compounds read low. activity change, % at 57.5 µM. 4.7% of 360,000 active. AID 743279; in the data active = activity change below about -50%; inconclusive = mostly about -30% to -49%; also: % is scaled to controls: 0 for no effect and ±100 for the full control effect
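Secreted IL-1B measured by AlphaLISA bead assay after 16 h compound exposure of THP-1 cells; compounds (final up to 57.5 uM) added 1 h before LPS (250 ng/mL) and ATP (1.25 mM) stimulation; lower signal means less secretion.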
KB-V1 MDR tox = KB-V1 MDR subline cytotoxicity. KB-V1 MDR cells viability, CellTiter-Glo, 72 h. Potency, µM (titrated, usually from 46.1 µM), for inactives: at the highest dose activity change, negative = cytotoxicity, actives largely listed as cytotoxic. 3.4% of 400,000 active. AID 1347076; also: potency is read from the fitted curve at half-maximal effect; % is scaled to controls: 0 for no effect and ±100 for the full control effect; nearly all actives have a fitted effect of over 60% in size
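Drug-selected KB-V1 cells, grown in DMEM lacking phenol red with 10% FBS, receive compound titrations; after three days at 37 degrees C, surviving cell ATP is quantified by CellTiter-Glo luminescence and responses normalized and curve-fitted.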
ATXN2 expr inh = inhibitors of ATXN2 expression. Potency, µM (series often up to 57 µM), inactives show at the top dose activity change, negative = inhibition, actives largely listed as inhibitors. 0.72% of 360,000 active. HEK-293 ATXN2-luciferase reporter, luminescence, 24 h; also: potency is read from the fitted curve at half-maximal effect; % is scaled to controls: 0 for no effect and ±100 for the full control effect; nearly all actives have a fitted effect of over 55% in size
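qHTS (up to 57 uM final) was run with 24 h compound exposure of reporter cells at 37 °C. Each well was multiplexed: SteadyGlo luminescence measured ATXN2-luciferase expression after a fluorogenic Gly-Phe-AFC viability readout (25 uM final).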
ATXN viability = cell viability loss in ATXN counter-screen; S2 cells (HEK-293 line with an ATXN2-luciferase reporter) viability, CellTiter-Fluor protease fluorescence, 24 h; 0.49% of 400,000 active; AID 651635; Potency, µM (top dose mostly 56.7 µM), most hits filed as cytotoxic; also: potency is read from the fitted curve at half-maximal effect; nearly all actives have a fitted effect of over 40% in size
KB-3-1 cytotox = kills parental KB-3-1 adenocarcinoma cells | KB-3-1 viability, CellTiter-Glo ATP luminescence, 72 h | Potency, µM (titrated, usually from 46.1 µM), for the others: top-dose activity change, negative = cytotoxic, usual class: cytotoxic | 1.4% of 400,000 active | AID 1347075; also: potency is read from the fitted curve at half-maximal effect; % is scaled to controls: 0 for no effect and ±100 for the full control effect; nearly all actives have a fitted effect of over 60% in size
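Using CellTiter-Glo luminescence, growth of non-resistant KB-3-1 adenocarcinoma cells is assessed 72 h after pin-tool compound addition at 37 °C. Normalized responses across the concentration series yield fitted curves.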
HT1080 IDH1KD tx = kills HT-1080 cells with IDH1 knockdown; 2% of 360,000 active; Potency, µM (series often up to 46.1 µM), for the others: at the top dose activity, negative = toxicity, most hits filed as cytotoxic; HT-1080 IDH1 knockdown viability, ATP luminescence, 48 h;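 also: potency is read from the fitted curve at half-maximal effect; 0% = DMSO wells and -100% = cell-free medium wells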
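Assay cells: HT-1080 with IDH1 knockdown, 750 per well, RPMI/5% FBS. Exposure: 48 h at 37 °C following 2 h pre-incubation. Read: CellTiter-Glo luminescence; fitted concentration-response, curve class assigned.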
Starred values were filed as active, the others as inactive; i = inactive; ? = inconclusive; / = not tested or not shown; & = joins results of further samples; [ ] = remark or other dose. Unless noted, calls follow the shape of the dose curve; as a rule, active = well fitted curve in the direction sought with a large enough effect; inconclusive = small, poorly fitted or top-dose-only effect, or another doubt; inactive = no such curve, though single readings can be large; an effect the other way counts as inactive or inconclusive.

Molecule	SW480 rerep	HT1080NT lethal	MCF10A rereplic	IL1B secr inh	KB-V1 MDR tox	ATXN2 expr inh	ATXN viability	KB-3-1 cytotox	HT1080 IDH1KD tx
Cc1nc2ccc(NC(=O)c3ccccc3)cc2s1	5%	1%	3%	-12	2%	40%[activator]	i	-30%	-1%
Cc1ccc(/C=N/Nc2nc(N3CCCCC3)nc(N3CCCCC3)n2)o1	6%	-1%	18%	-29	2%	-15%	i	-3%	1%
COc1cccc(NC(=O)CSC2=Nc3ccccc3N=C(c3ccc(F)cc3)C2)c1	/	/	/	/	17%	-22%	?	-7%	/
CCCC(C)NC(=O)Cc1ccccc1 (stereo not given)	-37%	-1%	?	-11	1%	/	i	3%	-2%
COc1ccc(-c2nc(CN3CCC(C(=O)NC4CCN(Cc5ccccc5)CC4)CC3)c(C)o2)cc1OC	11%	-7%	?	-30	9%	-18%	i	-3%	3%
CCC(C)(C(=O)NC1CCCC1)N(Cc1ccco1)C(=O)c1ccccn1 (stereo not given)	-7%	5%	0%	-9	-14%	-8%	i	-2%	1%
COc1ccccc1N1CCN(C(=O)c2cc3c(s2)CCCCC3)CC1	8%	12%	18%	-3	?	3%	i	2%	13%
COC(=O)[C@]12CCCCC=C1N(Cc1cccc3ccccc13)C(=O)[C@H](CC(=O)N1CCCCC1)C2	/	?	/	15	?	0%	?	-4%	?
O=C(Cn1c(=O)n(-c2ccccc2Cl)c(=O)c2sc3ccccc3c21)N1CCCC1	/	/	/	/	6%	-10%	?	-2%	/
COCCn1nnnc1C(c1ccccc1Cl)N1CCN(c2ccccc2OC)CC1 (stereo not given)	-2%	6%	2%	-5	-25%	3%	i	-3%	2%
CC(C)(C)OC(=O)C[C@@H]1C/C=C\C[C@H](CC(=O)N(CCO)Cc2ccccc2)C(=O)NCCOC1=O	1%	11%	-15%	13	0%	-3%	i	0%	11%
Cc1noc(C)c1COc1ccccc1C(=O)NCCc1ccc(Cl)cc1	-1%	10%	11%	-69*	?	7%	i	0%	5%

Part of the list above in order of length of the SMILES, falling:
Molecule	SW480 rerep	HT1080NT lethal	MCF10A rereplic	IL1B secr inh	KB-V1 MDR tox	ATXN2 expr inh	ATXN viability	KB-3-1 cytotox	HT1080 IDH1KD tx
O=C(Cn1c(=O)n(-c2ccccc2Cl)c(=O)c2sc3ccccc3c21)N1CCCC1	/	/	/	/	6%	-10%	?	-2%	/
CCC(C)(C(=O)NC1CCCC1)N(Cc1ccco1)C(=O)c1ccccn1 (stereo not given)	-7%	5%	0%	-9	-14%	-8%	i	-2%	1%
COc1ccccc1N1CCN(C(=O)c2cc3c(s2)CCCCC3)CC1	8%	12%	18%	-3	?	3%	i	2%	13%

Among those listed so far, these have four or more nitrogen atoms.
Molecule	SW480 rerep	HT1080NT lethal	MCF10A rereplic	IL1B secr inh	KB-V1 MDR tox	ATXN2 expr inh	ATXN viability	KB-3-1 cytotox	HT1080 IDH1KD tx
Cc1ccc(/C=N/Nc2nc(N3CCCCC3)nc(N3CCCCC3)n2)o1	6%	-1%	18%	-29	2%	-15%	i	-3%	1%
COc1ccc(-c2nc(CN3CCC(C(=O)NC4CCN(Cc5ccccc5)CC4)CC3)c(C)o2)cc1OC	11%	-7%	?	-30	9%	-18%	i	-3%	3%
COCCn1nnnc1C(c1ccccc1Cl)N1CCN(c2ccccc2OC)CC1 (stereo not given)	-2%	6%	2%	-5	-25%	3%	i	-3%	2%

Next part
Molecule	SW480 rerep	HT1080NT lethal	MCF10A rereplic	IL1B secr inh	KB-V1 MDR tox	ATXN2 expr inh	ATXN viability	KB-3-1 cytotox	HT1080 IDH1KD tx
CC1=NN(c2ccc(C)cc2C)C(=O)C1C(c1cccc(O)c1)C1C(=O)N(c2ccc(C)cc2C)N=C1C (stereo not given)	0%	4%	?	13	-1%	9%	?	14%	0%
COc1cc(/C=C2/SC(=S)N(Cc3ccccc3)C2=O)ccc1OS(C)(=O)=O	?	-4%	-13%	4	?	-1%	i	?	-3%
CCCCn1c(N)c(N(CC)C(=O)CSCc2c(C)noc2C)c(=O)[nH]c1=O	-6%	-1%	-5%	13	/	4%	i	/	-2%
COc1ccccc1/C=C1\N=C(C(C)(C)C)OC1=O	2%	-2%	14%	0	2%	/	i	-3%	0%
Nc1cccc(C(=O)N/N=C/c2ccsc2)c1	3%	4%	-2%	-11	4%	14%	i	-9%	4%
Cc1nn(-c2ccc(N3CCOCC3)nn2)c(C)c1CCC(=O)NCc1ccccc1	-6%	9%	0%	-4	8%&-14%	11%&11%	i	15%&11%	19%
O=C(NCCCN1CCCC1=O)Nc1ccc(F)c(Cl)c1	-7%	-1%	-2%	-3	-3%	0%	i	-22%	20%
CCOc1ccc(N2CC(C(=O)Nc3cc(C)on3)CC2=O)cc1 (stereo not given)	-5%	-2%	-5%	1	-4%	-13%	i	-3%	-2%
COC(=O)C(C)N1C(=O)S/C(=C\c2cc(C)n(-c3ccccn3)c2C)C1=O (stereo not given)	-5%	5%	10%	5	?	-26%	i	-1%	0%
C[N+](C)(C)CCNC(=O)c1c(O)c2c([nH]c1=O)CCCC2	-2%[9.22 µM]	2%	-10%	-8	9%	6%	i	6%	7%
Cc1c(C(=O)N2CCCCCC2)nnn1-c1nonc1N	-9%	10%	3%	0	14%	9%	i	7%	11%
COc1ccc(CN(C(=O)c2ccco2)c2ccc(C)c(C)c2)cc1	16µM*	?	10µM*	23	?	-25%	i	16µM*	21µM*

Other compounds.
Molecule	SW480 rerep	HT1080NT lethal	MCF10A rereplic	IL1B secr inh	KB-V1 MDR tox	ATXN2 expr inh	ATXN viability	KB-3-1 cytotox	HT1080 IDH1KD tx
O=C(Nc1ccccc1C(=O)NCCCN1CCOCC1)c1ccc(F)cc1	?	-7%	4%	?	-3%	4%	i	15%	0%
COc1ccc(-c2nc(C)c(C(C)=O)n2O)cc1[N+](=O)[O-]	?	-14%	12%	-14	?	14%	i	0%	-10%
Cc1cc(=O)n(CC(=O)N2CCCc3ccccc32)c2c1c(C)nn2-c1cccc(F)c1	/	/	/	/	4%	11%	i	9%	/
C[C@H]1CN([C@@H](C)CO)C(=O)CCCn2cc(nn2)CO[C@@H]1CN(C)C(=O)c1cc(-c2ccccc2)on1	/	-14%	/	?	20%	-6%	i	7%	-1%
O=C(Nc1nnc(Cc2ccccc2)s1)C1CCN(C(=O)c2ccco2)CC1	11%	8%	-1%	26	9%	-3%	i	1%	3%
COc1ccc(N2CCN(C(=O)CCn3nc(C)c(S(=O)(=O)N4CCCC4)c3C)CC2)cc1	/	/	/	/	-10%	-34%	i	0%	/
COc1cc(C2c3cc4c(cc3OC(Nc3ccc(C(=O)O)cc3)C2C)OCO4)cc(OC)c1OC (stereo not given)	0.65µM*	0.52µM*	1.3µM*	-8	0%	-22%	?	0.18µM*	?
O=C1CC(C(=O)N2CCCc3ccccc32)CN1c1ccc(Cl)cc1 (stereo not given)	-5%	16%	13%	-3	-11%	8%	i	17%	7%
CCN(CC)c1ccc(NC(=O)CSc2nnc3nc(C)cc(C)n23)cc1	-3%	11%	-1%	-10	2%	0%	i	3%	19%
COc1ccc(C2(CNC(=O)c3ccc(N)cc3)CCCC2)cc1	-6%	1%	3%	-13	10%	/	i	3%	6%
CCOC(=O)C1CCCN(CCC(=O)Nc2ccc(F)c(F)c2)C1 (stereo not given)	1%	5%	3%	22	7%	-10%	i	-1%	-10%
CCOc1ccc(CCNC(=O)C(CC)n2nc(C)n3c(cc4sccc43)c2=O)cc1OCC (stereo not given)	0%	-3%	-1%	-10	0%	-11%	i	-9%	3%

(cont.)
Molecule	SW480 rerep	HT1080NT lethal	MCF10A rereplic	IL1B secr inh	KB-V1 MDR tox	ATXN2 expr inh	ATXN viability	KB-3-1 cytotox	HT1080 IDH1KD tx
CCOc1ccc(NC(=O)C(C)Sc2nnnn2C)cc1 (stereo not given)	-11%	10%	5%	5	7%	6%	i	20%	4%
CCOc1ccc(-c2cc(C)n3nc(C(=O)Nc4cc(Cl)ccc4O)cc3n2)cc1	/	/	/	/	5%	-1%	i	2%	/
COc1ccc(C(=O)NNC(=O)CSc2nnc(C)n2CC2CCCO2)cc1 (stereo not given)	-1%	7%	-1%	12	21%	9%	i	10%	18%
CCOc1ccccc1N1CCN(CC(=O)NCCc2ccc(S(N)(=O)=O)cc2)CC1	0%	16%	-11%	22	23%	4%	i	25%	9%
COCCn1c(N)c(N(Cc2ccccc2)C(=O)CN2C(=O)NC(C)(c3ccccc3)C2=O)c(=O)[nH]c1=O (stereo not given)	0%	9%	1%	12	/	5%	i	/	4%
N#Cc1nc(N2CCCC2)nc(N2CCCC2)n1	-1%	-18%	?	-92*	0%&-3%	-32%	i	?	?
CCOc1ccccc1C(=O)NCC(=O)N(C)Cc1cccnc1	1%	13%	-7%	25	3%	12%	i	4%	2%
COc1ccc(OC)c(-c2nnc3n2N=C(c2ccc(OC)c(OC4CCCC4)c2)CS3)c1	0.73µM*	/	?	/	4.6µM*	?	?	0.92µM*	/
CCOCCCNC(=O)Cn1nc(-c2ccccc2)ccc1=O	-5%	18%	-4%	-2	?	-3%	i	19%	11%
CCc1cccc(NC(=O)c2ccc(CNc3c(N4CCCC4)c(=O)c3=O)cc2)c1	-11%	17%	-6%	-8	-9%	-18%	i	-7%	0%
COc1cc(CC(=O)NC(c2ccccc2)c2ccccc2)cc(OC)c1OC	0%	3%	0%	28	?	-29%	i	23%	11%
